KCNH2 WT inh: KCNH2 (human, wildtype) channel inhibition | U2OS, BacMam KCNH2, thallium flux FluxOr; hits give low values | activity change, % at 1.84 µM | 340,000 compounds, 0.37% hits | AID 720551;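 active means maximum activity change below -70%; inconclusive means maximum activity change between -70% and -50%; inactive means maximum activity change above -50%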; further: on the % scale 0 is the no-effect control and ±100 the full control effect
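U2OS cells were transduced with wild-type KCNH2 virus (2.03 x 10^8 / mL) for 4 h at room temperature, then cultured overnight at 37 C. Thallium flux was read with FluxOr dye. Rate constants were normalized to DMSO controls.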
CXXC DNA block: MLL CXXC-DNA interaction inhibition | Q03164 | MLL-CXXC / FITC-HOXA9 DNA fluorescence polarization | 290,000 compounds, 0.037% hits | Potency, µM (series often up to 115 µM), without a hit: at the top dose activity change, negative = inhibition, actives largely listed as inhibitors | AID 2662; active means well fitted inhibition curve with a large enough effect in the polarisation, with a control signal flat, not every such curve was filed as active; inconclusive means small, poorly fitted or top-dose-only effect, or effect the other way, or a change in a side signal; inactive means no such curve, though single readings can be large or run the other way; the % refers to the polarisation; further: potency means the concentration at half of the fitted maximal effect
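Purified MLL-CXXC (added from a 7 uM solution) was preincubated 5 min at ambient with pinned compounds in 50 mM Tris-HCl pH 7.5, 50 mM NaCl, 1 mM DTT, 0.05% BSA. Fluorescein-labeled HOX-A9 DNA (50 nM solution) followed, 30 min, then polarization read.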
B2AR arrestin: beta2AR (human) beta-arrestin recruitment activity; P07550; beta-arrestin recruitment to beta2AR, cell-based reporter; AID 492947; Potency, µM (highest dose often 46.1 µM), for the others: top-dose activation, most hits filed as activators; 330,000 compounds, 0.02% hits;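 further: potency means the concentration at half of the fitted maximal effect; 0% = DMSO controls and full agonism = EC100 isoproterenol or metaproterenol; nearly all actives have a fitted effect of over 65% in size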
Coupling enz: inhibits coupling enzyme system, counter-screen for aldolase hits; coupling enzyme system counterscreen, AmpLite Red fluorescence; activity change, negative = inhibition, % at 58.2 µM, hits read low; 290,000 compounds, 0.67% hits; in the data active means activity change below about -30%; further: on the % scale 0 is the no-effect control and ±100 the full control effect
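First, compound is pin-transferred into glyceraldehyde-3-phosphate coupling-enzyme reagent at 57.5 uM final and held 10 min at RT. Next, substrate, coupling system and AmpLite Red are added. After 20 min RT, fluorescence (525/598 nm) is read.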
TRPV1 ag: activates the human vanilloid receptor TRPV1; Q8NER1; TRPV1-expressing cells, Fluo-8 calcium influx, agonist mode; activation, % at 8.33 µM; 320,000 compounds, 0.19% hits; AID 540275; in the data active means activation above about 80%; inconclusive means between about 30% and that limit; further: 0% is about no effect
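Fluo-8 calcium influx in TRPV1-expressing cells, kinetic read (ex 480/em 520 nm). Compound added and read 3 min for agonist activity, followed by capsaicin at EC20 final and 2 min further read for enhancement.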
GALK inh: blocks human galactokinase activity; Potency, µM (titrated, usually from 57.5 µM), without a hit: at the highest dose activity change, negative = inhibition, actives largely listed as inhibitors; Purified GALK, Kinase-Glo residual ATP luminescence; 270,000 compounds, 0.007% hits; P51570; further: potency means the concentration at half of the fitted maximal effect; on the % scale 0 is the no-effect control and ±100 the full control effect
Target sequence (P51570 whole entry, looked up): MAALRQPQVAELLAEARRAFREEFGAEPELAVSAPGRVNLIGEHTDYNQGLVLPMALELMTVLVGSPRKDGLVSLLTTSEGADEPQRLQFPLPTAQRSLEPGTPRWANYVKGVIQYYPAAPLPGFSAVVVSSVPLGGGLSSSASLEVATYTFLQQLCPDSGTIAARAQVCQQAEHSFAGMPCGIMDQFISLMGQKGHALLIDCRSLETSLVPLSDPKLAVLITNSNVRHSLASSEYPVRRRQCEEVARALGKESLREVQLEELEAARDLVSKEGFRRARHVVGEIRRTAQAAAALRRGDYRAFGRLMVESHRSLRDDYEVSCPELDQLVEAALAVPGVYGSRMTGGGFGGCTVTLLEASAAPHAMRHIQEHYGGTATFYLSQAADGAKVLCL
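5 nM enzyme, 35 uM ATP, 100 uM galactose, 20 mM HEPES pH8.0, 5 mM MgCl2; 1 h RT; residual ATP by Kinase-Glo Plus luminescence, qHTS format.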
Menin-MLL TR inh: displaces Texas Red mutant MLL peptide from human menin. AID 1768. 270,000 compounds, 0.23% hits. Menin + Texas Red MLL mutant peptide, fluorescence polarization. Potency, µM (top dose mostly 61.6 µM), without a hit: top-dose FP activity change, negative = inhibition, usual class: inhibitors; active means well fitted inhibition curve with a large enough effect in the polarisation, with a control signal flat, not every such curve was filed as active; inconclusive means small, poorly fitted or top-dose-only effect, or effect the other way, or a change in a side signal; inactive means no such curve, though single readings can be large or run the other way; the % refers to the polarisation; further: potency means the concentration at half of the fitted maximal effect; % of control where 0% means no effect; many of its hits are not listed in these tables
Giardia killer: kills Giardia lamblia. 340,000 compounds, 0.15% hits. Giardia lamblia trophozoite viability. activity change, % at 7.66 µM, hits read low; in the data active means activity change below about -80%; inconclusive means between about -30% and that limit;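 further: parasites exposed to compound for two days anaerobically before the ATP read; on the % scale 0 is the no-effect control and ±100 the full control effect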
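Trophozoite viability was measured as ATP-dependent luminescence, read 15-30 min after reagent addition. Before that, parasites at 100 cells/well were exposed to compounds for 48 h, anaerobically, at 37 deg C.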
KCNH2 3.1 block: KCNH2 3.1 (human) potassium channel inhibition | U2OS KCNH2 3.1, thallium flux FluxOr; hits give low values | activity change, % (tested at about 1.8 µM) | 340,000 compounds, 0.95% hits | AID 720553;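 active means maximum activity change below -70%; inconclusive means maximum activity change from -70% to -50%; inactive means maximum activity change above -50%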;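 further: thallium influx rate constant from kinetic fluorescence after stimulation buffer; on the % scale 0 is the no-effect control and ±100 the full control effect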
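Measured as rate of thallium-driven FluxOr signal in transduced U2OS cells carrying the 3.1 channel, read kinetically for 2 min upon stimulation; values are rate constants scaled to DMSO control wells.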
PKM2 activator: activators of human pyruvate kinase M2; P14618; purified PKM2, Kinase-Glo ATP luminescence, activation; response scale: 0% is enzyme alone, no compound; Potency, µM (titrated, usually from 57.5 µM), inactives show at the highest dose activation, hits mostly activators; 260,000 compounds, 0.34% hits; AID 1631; further: potency means the concentration at half of the fitted maximal effect; on the % scale 0 is the no-effect control and ±100 the full control effect; nearly all actives have a fitted effect of over 55% in size
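ATP formation by purified human PK-M2, quantified via coupled luciferase luminescence after 1 h at room temperature with 0.1 mM ADP and 0.5 mM PEP final.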
USP2a inh: blocks human ubiquitin-specific protease USP2a. USP2 core, Ub-CHOP2 coupled fluorogenic reporter, 485/531. 330,000 compounds, 0.01% hits. AID 463254. Potency, µM (titrated, usually from 38.3 µM), for the others: at the top dose activity change, negative = inhibition, usual class: inhibitors;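 further: potency means the concentration at half of the fitted maximal effect; plate controls were DMSO wells for no effect and full inhibition by NEM control for full effect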
Target sequence (O75604 whole entry, looked up): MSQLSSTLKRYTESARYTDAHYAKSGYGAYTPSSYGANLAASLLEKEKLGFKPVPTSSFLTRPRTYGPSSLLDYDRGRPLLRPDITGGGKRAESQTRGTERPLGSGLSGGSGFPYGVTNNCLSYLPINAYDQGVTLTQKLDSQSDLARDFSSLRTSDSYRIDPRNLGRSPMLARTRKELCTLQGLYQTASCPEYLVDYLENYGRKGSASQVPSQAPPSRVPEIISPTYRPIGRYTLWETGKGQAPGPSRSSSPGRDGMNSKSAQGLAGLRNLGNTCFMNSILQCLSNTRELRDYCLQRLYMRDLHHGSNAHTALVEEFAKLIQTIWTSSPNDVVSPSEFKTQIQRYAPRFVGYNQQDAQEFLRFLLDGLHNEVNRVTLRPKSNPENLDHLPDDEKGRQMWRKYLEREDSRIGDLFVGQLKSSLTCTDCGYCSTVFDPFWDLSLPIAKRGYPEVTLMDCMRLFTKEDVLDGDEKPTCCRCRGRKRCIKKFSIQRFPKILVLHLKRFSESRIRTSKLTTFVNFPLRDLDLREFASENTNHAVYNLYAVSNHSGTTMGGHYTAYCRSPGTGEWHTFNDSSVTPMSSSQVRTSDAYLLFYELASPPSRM
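Deubiquitinase activity read as fluorescence (485/531 nm) after Ub-CHOP2 cleavage activates the enterokinase reporter on its substrate; USP2 core 10nM, Ub-CHOP2 and substrate 25nM each, 30min compound preincubation then 60min RT; data normalized to NEM, curves fitted.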
Numbers without * were called inactive; u = inconclusive; x = not tested or not shown; [ ] = remark or other dose. Unless noted, the call rests on the fitted dose curve; in most records, active means well fitted curve in the direction sought with a large enough effect; inconclusive means small, poorly fitted or top-dose-only effect, or another doubt; inactive means no such curve, though single readings can be large; an effect the other way counts as inactive or inconclusive.

structure,KCNH2 WT inh,CXXC DNA block,B2AR arrestin,Coupling enz,TRPV1 ag,GALK inh,Menin-MLL TR inh,Giardia killer,KCNH2 3.1 block,PKM2 activator,USP2a inh
Cc1nn(Cc2ccc([N+](=O)[O-])cc2)c(=O)n1-c1ccccc1Cl,5,0%,-0.3%,0,5,0%,0%,-18,4,5%,1%
Cn1c(=O)oc2cc(S(=O)(=O)N3CCCC(C(=O)Nc4nccs4)C3)ccc21 (stereo not given),14,5%,-0.4%,3,1,2%,0%,-6,7,-2%,2%
COc1cc(OC)c(C(=O)NCc2cccnc2)cc1OC,-1,5%,0.4%,0,0,-1%,0%,-11,4,1%,0%
CC1CCN(C(=O)c2ccc(S(=O)(=O)Cc3cc(F)ccc3F)c([N+](=O)[O-])c2)CC1,3,-11%,0.2%,-6,4,-4%,-15%,6,1,-1%,3%
CC(NC(=O)COC(=O)c1cccc(S(=O)(=O)N2CCCC2)c1)c1ccccc1 (stereo not given),-16,x,-0.3%,x,x,x,x,u,4,x,2%
Cc1cc(C)cc(NC(=S)/N=C(\N)Nc2nc(C)c3ccccc3n2)c1,-7,11%,-0.2%,-2,1,4%,-4%,0,-15,-9%,-1%
COc1cc(C2Nc3ccccc3NC3=C2C(=O)CC(C)(C)C3)cc(OC)c1OC (stereo not given),4,4%,-0.9%,2,-3,-4%,0%,1,13,0%,0%
COC(=O)c1ccccc1NC(=O)c1ccc(Cn2cc(Cl)cn2)o1,-3,10%,-0.2%,x,27,-4%,10%,9,-8,2%,0%
CCOC(=O)N1CCC2(CC1)CC(=O)c1cc(O)ccc1O2,8,38%[activator],-0.4%,4,2,1%,6%,-3,10,1%,4%
CC(=O)N(C)c1ccc(NC(=S)NCC(C)C)cc1,-18,2%,-0.1%,-3,-5,5%,25%,5,4,-5%,2%
CC(OC(=O)c1cc(O)c2ccccc2c1O)C(=O)Nc1ccc(C(N)=O)cc1 (stereo not given),-7,x,0.0%,x,4,x,x,-25,-12,x,-1%
COc1ccc(NC(=O)Nc2cnccn2)cc1OC,-11,10%,-0.8%,0,0,-4%,17%,26,5,-3%,-1%
CN1C(=O)Nc2cccc3cccc1c23,u,56%[activator],-1.0%,-4,-4,0%,-9%,u,2,x,3%
COc1ccccc1NS(=O)(=O)c1cc(NC(=S)NCCN2CCOCC2)ccc1N1CCOCC1,61,6%,-0.3%,-2,-2,2%,-1%,-5,1,7%,0%
COc1ccc(C(C(=O)NC(C)(C)C)N(CC2CCCO2)C(=O)CCC(=O)Nc2cc(C)on2)cc1 (stereo not given),0,2%,0.0%,5,3,1%,u,-10,-8,-2%,3%
CCCN1C(=O)C(NC(=O)c2ccncc2)(C(F)(F)F)C2=C1CC(C)(C)CC2=O (stereo not given),-9,2%,-0.5%,4,-4,4%,-4%,-18,-16,1%,-1%
CC(=O)c1ccc(-n2ccc(=O)cc2)cc1,15,u,0.2%,-3,-2,3%,16%,1,-7,x,1%
Cc1ccc2nc(NC(=O)c3cccc(-c4cc5ccccc5oc4=O)c3)sc2c1,5,13%,0.3%,0,-1,0%,22µM*,-3,-10,-1%,0%
O=C(OCC(=O)N1CCN(C(=O)c2ccco2)CC1)c1ccccc1O,3,3%,-0.1%,2,0,0%,10%,-1,6,-5%,1%
O=C(Nc1ccc(F)cc1)c1cccnc1NCCc1ccccc1,-1,-7%,2.4%,-1,u,-3%,u,-3,-10,3%,1%
Nn1c(Cc2cccc3ccccc23)nnc1SCCOc1ccc(Br)cc1,6,2%,3.4%,-7,-1,0%,-2%,11,5,1%,-3%
C[C@@H]1NC(=O)c2cc([N+](=O)[O-])cc(I)c2OCC[C@@H](C(N)=O)NC(=O)[C@H](CCCCN)NC1=O,7,-6%,-3.6%,1,-2,x,3%,23,7,-15%,2%
O=C(Nc1ccccc1-c1ccccc1)c1ccc(Br)o1,-1,10%,0.0%,7,0,-1%,-2%,-13,-9,2%,0%
N#Cc1c(=O)c2nc(NCCCO)ncc2n2c(=O)c3ccccc3[nH]c12,-1,-14%,-0.1%,-16,-2,-1%,u,6,-9,-6%,0%
O=C(Cn1[nH]c(=O)c2ccccc2c1=O)OCC(=O)c1ccccc1,-14,x,-0.1%,x,2,x,x,-13,-5,x,0%
COC(=O)c1cccc(NC(=O)CN2C(=O)c3ccccc3C2=O)c1,4,-3%,0.1%,0,-5,-6%,16%,10,10,-1%,3%
C=C(C)C(=O)Oc1ccc(N2C(=O)CCC2=O)cc1,-3,181%[activator],8.5%,-1,1,x,x,-5,-6,-14%,-2%
COc1ccccc1Nc1nn2c(=O)c3ccc(C(=O)NCc4cccnc4)cc3nc2s1,x,1%,0.3%,0,-2,-6%,13%,x,x,x,3%
CCc1ccc(NC(=O)CSc2nnc(-c3cnccn3)n2Cc2ccco2)cc1,-6,-3%,-0.3%,6,0,0%,23%,24,1,9%,1%
O=C(Cn1c(=O)c(=O)n(Cc2ccccc2)c2ccc(Cl)cc21)NCC1CCCO1 (stereo not given),-2,1%,0.2%,4,-2,6%,-11%,-14,1,-6%,0%
Cc1ccc(-c2nn3c(-c4ccco4)nnc3c3ccccc23)cc1S(=O)(=O)N1CCOCC1,x,-1%,-0.4%,1,5,-1%,-4%,x,x,-9%,0%
CCS(=O)(=O)N1Cc2ccccc2CC1C(=O)Nc1ccc(NC(C)=O)cc1 (stereo not given),33,0%,0.2%,-1,8,-2%,6%,6,6,2%,4%
CC(C)NC(=O)CCc1nnc(Cc2cccc(C(F)(F)F)c2)o1,3,9%,-0.6%,2,0,-1%,4%,-24,10,-2%,11%
COc1ccc(NC(=O)c2cc(-c3ccccc3OC)on2)cc1,6,1%,-0.4%,-1,5,-1%,u,14,-29,-3%,-1%
CCOC(=O)C1(Cc2cccc(OC)c2)CCCN(C(=O)CCc2cccnc2)C1 (stereo not given),-1,0%,-0.1%,2,6,0%,-13%,-1,-16,1%,1%
CN1C2CCC1CC(NS(=O)(=O)c1ccc(C#N)cc1)C2 (stereo not given),5,-7%,0.3%,x,-1,5%,x,2,-9,-1%,3%
CCSc1nnc(NC(=O)c2ccc3ccccc3n2)s1,-3,-3%,u,-26,-2,0%,-20%,7,-8,7%,-4%
Cc1ccc(Cl)cc1Nc1nc(N2CCOCC2)nc(N2CCOCC2)n1,1,0%,-0.4%,-3,23,1%,3%,-18,-16,x,0%
O=C(COC(=O)c1ccccn1)c1cccc(Br)c1,8,u,0.9%,0,3,4%,u,-5,14,-1%,1%
O=C(COC(=O)c1cc([N+](=O)[O-])ccc1N1CCOCC1)Nc1cc(F)ccc1F,4,x,0.4%,x,25,x,x,13,-5,x,1%
NC(=O)[C@H]1CC2(CC(c3cccc(NC(=O)CC(c4ccccc4)c4ccccc4)c3)=NO2)CN1C(=O)CC(c1ccccc1)c1ccccc1 (stereo not given in full),9,6%,-0.6%,3,2,-3%,x,15,20,6%,-23%
NC(=O)c1cc(S(=O)(=O)NCCc2ccc(S(N)(=O)=O)cc2)cs1,15,26%,0.1%,1,0,-1%,2%,-20,13,8%[0.46 µM],3%
Cn1cnc2c1c(=O)n(Cc1ccc(F)cc1Cl)c(=O)n2C,-8,11%,-0.7%,-4,-2,0%,2%,1,-7,-6%,0%
CCOC(=O)COc1ccc2c(=O)c(-c3ccc(OC)c(OC)c3)c(C(=O)OCC)oc2c1,0,-2%,0.3%,5,x,0%,x,22,3,-5%,3%
Cc1ccc(/C=C/C(=O)NCc2ccc3c(c2)OCO3)o1,-8,-8%,0.1%,0,8,-3%,14%,12,-18,20%,1%
O=C(Nc1cccc(-c2cnc3ccccc3n2)c1)c1cccc(NC(=O)c2ccco2)c1,0,22%,-0.4%,0,6,1%,u,-25,-42,21%,4%
O=C(CN(c1ccc2c(c1)OCCO2)S(=O)(=O)c1ccccc1)NCc1ccc(Cl)cc1,0,5%,-0.4%,3,2,0%,-6%,41[activator],-3,0%,1%
COC(=O)[C@H](CCSC)NC(=O)Nc1cc(OC)cc(OC)c1,7,0%,0.3%,1,4,0%,x,-4,-7,11%,1%
CN(C)C(=O)NCc1ccc(S(N)(=O)=O)cc1,-6,2%,-0.3%,2,0,-2%,-5%,-2,31,2%,1%
COc1ccc2oc(C(=O)OCC(=O)/C(C#N)=C(\C)N)c(C)c2c1,x,3%,-0.7%,3,12,0%,u,21,-32,3%,0%
C=CCn1c(=O)n2ncnc2c2c3c(sc21)CCCC3,3,-7%,-1.9%,5,-4,-1%,-2%,5,-12,1%,3%

A portion of the library (hit frequency here may not be typical).
